High-throughput results deposited in PubChem by several laboratories.
NadD block = inhibitors of S. aureus NadD, primary screen, biochemical, colorimetric, uHTS | inhibition, % at 20 µM | Nicotinate-nucleotide adenylyltransferase NadD (Staphylococcus aureus N315) | purified NadD enzyme, colorimetric absorbance read-out | hit rate 0.78% among 360,000; in the data active means inhibition above about 26%; further: some compounds past the cut are filed as inactive
SKN-1 block = suppressors of acrylamide-induced Pgst-4::GFP reporter in worms, primary screen, SKN-1 inhibitor project, whole organism, uHTS, GFP/RFP fluorescence ratio, strain VP596; AID 624304, 2012; C. elegans VP596 Pgst-4::GFP/RFP ratio, 24 h; hit rate 0.49% among 360,000; inhibition, % at 21.8 µM;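 active means interference check ratio from 0.5 to 1.5 plus GFP to RFP signal ratio inhibition reaching or exceeding a fixed threshold, cut at about 30% in these data, passing the limit was not always enough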; further: some compounds called inactive have numbers as strong as hits
MLLE-PAM2 inh = inhibitors of PABP1 MLLE–PAM2 peptide binding, primary screen, biochemical, fluorescence polarization, FITC-PAM2, GST-MLLE; Polyadenylate-binding protein 1 (Homo sapiens), P11940; inhibition, % at 20 µM; hit rate 0.36% among 360,000; AID 588489, 2011; in the data active means inhibition above about 35%, passing the limit was not always enough;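 further: plate controls were DMSO wells with GST-MLLE for no effect and wells lacking GST-MLLE protein for full effect; some results filed as inactive read as strong as hits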
Target sequence (P11940 whole entry, looked up): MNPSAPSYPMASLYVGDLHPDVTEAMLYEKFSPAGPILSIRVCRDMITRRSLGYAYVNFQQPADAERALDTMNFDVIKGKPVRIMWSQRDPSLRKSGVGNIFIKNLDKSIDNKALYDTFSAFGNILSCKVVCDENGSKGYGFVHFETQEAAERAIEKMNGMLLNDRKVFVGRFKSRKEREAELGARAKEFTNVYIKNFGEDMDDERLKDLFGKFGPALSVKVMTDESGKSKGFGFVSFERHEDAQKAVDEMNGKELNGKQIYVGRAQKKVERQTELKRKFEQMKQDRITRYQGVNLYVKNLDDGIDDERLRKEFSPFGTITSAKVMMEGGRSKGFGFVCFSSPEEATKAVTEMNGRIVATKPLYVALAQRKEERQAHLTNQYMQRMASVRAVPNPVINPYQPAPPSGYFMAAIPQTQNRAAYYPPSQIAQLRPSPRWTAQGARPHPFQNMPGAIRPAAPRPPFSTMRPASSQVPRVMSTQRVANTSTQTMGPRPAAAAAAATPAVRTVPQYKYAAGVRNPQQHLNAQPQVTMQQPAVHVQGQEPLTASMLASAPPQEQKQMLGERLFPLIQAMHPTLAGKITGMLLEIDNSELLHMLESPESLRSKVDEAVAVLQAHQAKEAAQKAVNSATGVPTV
MT1-MMP act inh = blockers of MT1-MMP proenzyme processing, primary screen, HT1080 RFP-PRO-GFP cells, GFP/RFP fluorescence; Matrix metalloproteinase-14 (Homo sapiens), P50281; GFP/RFP ratio fluorescence, overnight; percent of plate control window, DMSO zero; GFP/RFP ratio change, % at 20 µM; hit rate 0.061% among 360,000; AID 651647, 2012;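 active means GFP/RFP ratio change of at least 30% with cell ATP level not reduced by more than half and red fluorescence within 50% of control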; further: strong numbers were not always called active
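Assay system: HT1080 RFP-PRO-GFP cells. Benchmarks: DMSO vehicle wells and RFP-L50D-GFP reporter cell wells. Times: overnight cell settling, then overnight compound exposure, 37 °C, 5% CO2. Compound: 20 µM single dose, 1% DMSO. Read-out basis: GFP/RFP fluorescence ratio.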
Rin1 Abl inh = inhibitors of Rin1-Abl protein binding, primary screen, biochemical, TR-FRET | inhibition, % at 7.35 µM | hit rate 0.4% among 360,000 | AID 588664, 2011; in the data active means inhibition above about 5%, passing the limit was not always enough
CSN inh = inhibitors of CSN-mediated cullin deneddylation, primary screen, biochemical, fluorescence polarization, uHTS; COP9 signalosome complex subunit 5 (Homo sapiens), Q92905; Purified CSN, SCF-Nedd8-OG deneddylation; inhibition, % at 12.5 µM; hit rate 0.38% among 360,000; AID 651999, 2013;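 active means pattern-corrected inhibition above about 35%, with an unprinted fluorescence ratio check between 0.5 and 1.5, limit read from the data, passing the limit was not always enough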;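 further: 0% = enzyme with substrate and 100% = substrate without enzyme; some results filed as inactive read as strong as hits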
Target sequence (Q92905 whole entry, looked up, one chain of several): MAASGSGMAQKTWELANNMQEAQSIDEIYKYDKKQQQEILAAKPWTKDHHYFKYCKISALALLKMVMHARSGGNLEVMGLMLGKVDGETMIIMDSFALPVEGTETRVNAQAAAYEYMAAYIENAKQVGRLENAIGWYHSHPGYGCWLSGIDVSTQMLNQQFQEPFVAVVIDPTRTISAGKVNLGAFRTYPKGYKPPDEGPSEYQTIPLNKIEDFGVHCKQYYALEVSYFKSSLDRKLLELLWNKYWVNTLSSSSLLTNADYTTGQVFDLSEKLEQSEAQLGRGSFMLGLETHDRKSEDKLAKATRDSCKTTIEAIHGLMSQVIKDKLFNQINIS
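Material: purified human Csn5 enzyme expressed in HEK293T cells / Medium: Tris buffer pH 7.5, NaCl, DTT, Tween-20, trehalose, ovalbumin / Compound dosing: 12.5 µM single point / Schedule: 90 min incubation of compound, enzyme and substrate at room temperature / Signal: fluorescence polarization of the substrate / Control set: no-enzyme wells high, enzyme-with-substrate wells low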
Rpn11 block = Rpn11 (PSMD14) deubiquitinase inhibitors, primary screen, biochemical, fluorescence polarization, uHTS. hit rate 0.59% among 360,000. calls only at 20 µM. human 26S proteasome, Ub4-pepOG fluorescence polarization; 20S core pre-blocked with epoxomicin;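 active means inhibition at 20 µM, scaled to each plate's controls, above about 33%, limit read from the data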
Neddyl block = inhibitors of cullin neddylation, primary screen, biochemical, TR-FRET, uHTS, NAE and Ubc12 | NEDD8-conjugating enzyme Ubc12 (Homo sapiens) + NEDD8-activating enzyme E1 regulatory … | calls only at 25 µM | hit rate 0.58% among 360,000 | AID 651699, 2012; in the data active means inhibition above about 36%
FAS-TE inh = FAS thioesterase domain inhibitors, primary screen, biochemical, fluorescence intensity, uHTS | recombinant FAS-TE, OMFH fluorogenic substrate, fluorescence endpoint | inhibition, % at 15 µM | hit rate 0.67% among 360,000;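 active means compounds whose normalised, plate-corrected inhibition of enzyme fluorescence in the single-dose primary screen is 50% or more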;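 further: 0% = DMSO with enzyme and 100% = substrate without enzyme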
* = called active by the depositor; i = inactive; / = no result given.

SMILES	NadD block	SKN-1 block	MLLE-PAM2 inh	MT1-MMP act inh	Rin1 Abl inh	CSN inh	Rpn11 block	Neddyl block	FAS-TE inh
CCOC(=O)C1CCCN(C(=O)c2cc3c(=O)n(C)c4ccccc4c3n2C)C1 (stereo not given)	1	4	-6	0	-5	-6	i	i	2
CC(C)c1ccc(/C=N/NC(=O)CC(=O)NCc2ccccc2)cc1	-1	6	22	2	4	-2	i	i	0
Cc1ccc(-c2nn(-c3ccccc3)cc2/C=C/C(=O)OCC(=O)NC2CC2)o1	-12	7	14	1	-1	-2	i	/	2
Fc1ccccc1Cn1nnc2c(-n3ccnc3)ncnc21	3	-13	-11	-4	2	-2	i	i	1
CC(C)(CO)NC(=O)C(c1ccccc1)c1ccccc1	-2	-1	-7	10	3	0	i	i	-13
O=C1c2[nH]c3ccccc3c2CC1N1C(=O)c2ccccc2C1=O (stereo not given)	-4	13	16	3	3	6	i	i	-8
C/C(=N\OC(=O)c1ccc(F)cc1)c1ccc(F)c(F)c1	-6	-9	3	3	-4	3	i	i	7
CC(C)Oc1ccc(/C=N/NC(=O)C(CSCc2ccccc2)NC(=O)c2ccc([N+](=O)[O-])cc2)cc1 (stereo not given)	13	0	5	0	2	4	i	i	21
OC(COCc1ccccc1)CN1CCN(Cc2ccc3c(c2)OCO3)CC1 (stereo not given)	3	7	3	1	2	-1	i	i	0
CC(C)N(C(=O)CSc1nnc(NC(=O)c2ccco2)s1)C(C)C	-1	-18	3	5	2	0	i	i	-11
C[C@@H]1CCCN1[C@@H]1CS(=O)(=O)N[C@H]1COCc1ccccc1	-1	13	-2	-1	0	-1	i	i	-13
Cc1cc(-c2ccccc2)nc(N/N=C/c2ccc(O)cc2O)n1	5	9	6	6	11*	-6	i	i	-4
Cc1c(Br)ccc(NC(=O)CCN2C(=O)C3C4CCC(C4)C3C2=O)c1C (stereo not given)	-7	0	-9	-2	0	0	i	i	-4
Nc1ncc([N+](=O)[O-])cc1Br	-1	-4	14	-1	-1	1	i	i	-5
Cc1ccc2nc(SCC(=O)Nc3ncccn3)[nH]c2c1	-6	7	-28	-6	-2	0	i	i	-4
CCC(=O)N(CCC(c1ccc(C)cc1)c1ccco1)Cc1ccco1 (stereo not given)	20	9	-12	-8	2	9	i	i	2
O=C(Cc1ccccc1F)Nc1ccc(S(=O)(=O)N2CCCCC2)cc1	-3	-2	1	-2	0	3	i	i	6
CCOC(=O)C(C)/C(C)=N/NC(N)=S (stereo not given)	1	-10	-30	7	0	-2	i	i	-11
Cc1ccc(S(=O)(=O)N2C[C@@H]3[C@H]4CC[C@H](C4)[C@@H]3[C@@H](C)[C@@H]2c2cn(Cc3ccccc3)c3ncccc23)cc1	15	5	-4	-13	-1	1	i	i	6
COc1ccc(CN(CC(=O)NCc2ccco2)C(=O)CNS(=O)(=O)c2ccc(C)cc2)cc1	-3	-9	-19	1	0	5	i	i	0
Cc1cc(S(=O)(=O)NCc2ccccc2)ccc1OCC(=O)N1CCCC1	1	5	-2	-3	-1	-1	i	i	-4
CCCN(CCC)C(=O)C1CC(=O)OC12CCCCC2 (stereo not given)	-7	2	-12	1	3	-12	i	i	0
CC1(C(=O)NS(=O)(=O)c2cccc(C#N)c2)CCN1C(=O)C1(c2ccc(Cl)cc2)CCC1 (stereo not given)	1	8	8	2	4	-2	i	i	-6
CCC(C)C(=O)Nc1nc2ccc(OC)cc2s1 (stereo not given)	-2	12	-6	-6	-2	-4	i	i	-2
C=CCC(C(=O)OC)(C(=O)OC)c1ccc(C(F)(F)F)cc1[N+](=O)[O-]	0	2	12	-5	-2	-9	i	i	-1
SMILES	NadD block	SKN-1 block	MLLE-PAM2 inh	MT1-MMP act inh	Rin1 Abl inh	CSN inh	Rpn11 block	Neddyl block	FAS-TE inh
Cc1cc(C(=O)Nc2ccc(C)c(C)c2)n(-c2ccccc2)n1	-9	9	7	-5	0	0	i	i	2
COc1cc(C(=O)OCCCc2cc3ccccc3c(=O)o2)cc(OC)c1OC	-7	3	10	4	1	-2	i	i	-6
Cc1nnc(NC(=O)c2ccc(F)c(S(=O)(=O)N3CCCCC3)c2)s1	-5	-2	11	-6	3	2	i	i	-4
CCOc1ccc(NC(=O)CN(C)CC(=O)Nc2cc(Cl)ccc2C#N)cc1OCC	1	-3	-11	1	0	-3	i	i	0
COc1ccc(Cl)cc1N(C(=O)c1ccco1)C(C(=O)NC1CCCC1)c1ccco1 (stereo not given)	1	33	3	/	1	4	i	i	-2
CCOC(=O)C1CCN(C(=O)c2cccc(S(=O)(=O)N3CCCc4ccccc43)c2)CC1	0	15	26	0	3	2	i	i	6
CC(C)Oc1cc(F)ccc1-c1cc(C(=O)NCc2cccs2)[nH]n1	-3	16	7	1	-4	-2	i	i	7
O=C(NCCCN1CCCC1=O)c1ccc([N+](=O)[O-])s1	-2	6	9	4	-2	2	i	i	-5
COc1cccc(-c2nnn(CC(=O)O)n2)c1	5	16	-7	-5	-1	2	i	i	-5
Nc1nc(SCc2ccc3c(c2)OCO3)n[nH]1	-1	-48	-10	-4	-2	10	i	i	-18
COc1ccc(Cn2c(O)cc(=O)[nH]c2=O)cc1	6	5	-12	-9	1	15	i	i	-7
CC(Sc1nc(-c2ccccc2)cc(C(F)(F)F)n1)C(=O)NCc1ccco1 (stereo not given)	6	-9	1	2	1	-1	i	i	7
COc1ccc(-c2cc(C(=O)N(C)Cc3cccc(OC)c3OC)c3ccccc3n2)cc1OC	-1	20	-2	3	-1	1	i	/	12
CN(C(=O)c1cccc(NC(=O)Cc2ccc([N+](=O)[O-])cc2)c1)C1CCCC1	-2	10	12	-1	2	-3	i	i	23
COc1ccccc1CN1CCNC(=O)C1CC(=O)NCCCn1cccn1 (stereo not given)	0	8	10	-3	-1	-6	i	i	-6
O=C(COc1c(Cl)cc(Cl)cc1Cl)c1ccc(Cl)cc1	7	4	20	-1	-1	-7	i	i	-2
Cc1ccc(CC(=O)NCC2CCCCC2)cc1	0	8	7	-2	-2	0	i	i	0
COC(=O)c1c(C#N)c(N)nc2c1CCC2	-4	-13	9	-2	-3	-1	i	/	0
O=C(c1cc2ccccc2cc1O)N1CCN(c2cccc(Cl)c2)CC1	18	11	5	-3	4	-3	i	i	16
Cc1cccc(Cc2nnc(CCC(=O)N3CCCCC3c3nccs3)o2)c1 (stereo not given)	0	7	8	5	0	-10	i	i	-4
CC(=O)c1cn(CCOc2ccc(F)cc2)c2ccccc12	-5	11	11	-1	1	-9	i	i	3
CCOc1cc(N2CCOCC2)c(OCC)cc1NC(=O)c1cc(S(=O)(=O)N2CCOCC2)ccc1Cl	0	-8	-14	0	2	-3	i	i	-1
CC(C)(C)C(=O)NC1(C(F)(F)F)NC(=O)N(Cc2ccccc2)C1=O (stereo not given)	6	4	1	-3	-4	2	i	i	-3
Cc1oc(-c2cccc(F)c2)nc1CN1CCCN(C(=O)c2ccco2)CC1	4	23	-17	-1	0	4	i	i	-6
Cc1ccc(NC(=S)Nn2cnnc2)c(C)c1	-2	-24	22	-11	-2	4	i	i	-7
SMILES	NadD block	SKN-1 block	MLLE-PAM2 inh	MT1-MMP act inh	Rin1 Abl inh	CSN inh	Rpn11 block	Neddyl block	FAS-TE inh
CCCCn1c(N)c(N(CC(C)C)C(=O)C2CCN(S(=O)(=O)c3ccc(F)cc3)CC2)c(=O)[nH]c1=O	2	17	-9	-4	0	1	i	i	-3
OC[C@H]1NC[C@@H](O)[C@@H]1O	-2	0	12	0	1	-3	i	i	-3
CC(=O)N1CCN(C(=O)CN2C(=O)NC(C)(c3ccc4ccccc4c3)C2=O)CC1 (stereo not given)	-7	-10	-2	5	5	1	i	i	-8
O=C(NN=Cc1ccccc1)c1ccccc1	2	18	3	-2	1	-2	i	i	-7
CCC(=O)Nc1ccc(NC(=O)CSc2nc3c(c(=O)n(C)c(=O)n3C)n2CC)cc1	2	9	-4	-1	-1	-1	i	i	-6
Cc1ccc(CNC(=O)CCS(=O)(=O)c2cc3c(cc2C)NC(=O)CO3)cc1	10	3	-1	3	0	3	i	i	-1
COc1ccc(N2CCN(C(=O)COC(=O)CSc3ccccc3)CC2)cc1	-5	9	-4	6	-6	1	i	i	-1
CC(C)(C)NNC(=S)Nc1cccc(F)c1	7	9	-23	5	1	6	i	i	-3
NC(=S)NN=C1c2ccccc2-c2cc(Br)ccc21	10	19	25	2	1	3	i	i	13
O=C(CSCC(=O)N1CCOCC1)Nc1ccccc1	-2	-4	29	1	-1	-2	i	i	-2
O=C(Nc1nnc(CC(c2ccccc2)c2ccccc2)s1)c1ccco1	6	6	-8	-1	6	-2	i	i	-5
COc1ccccc1NC(=O)c1oc2ccccc2c1C	-12	17	-13	0	0	-3	i	i	23
O=C(c1ccccc1)C1OC1C(=O)c1ccccc1 (stereo not given)	-4	-2	-3	-7	1	5	i	i	2
O=C(O)Cc1ccc(C(=O)c2ccc(Cl)cc2Cl)s1	-1	-1	9	3	-1	5	i	i	0
O=S(=O)(c1cccs1)N1CCN(Cc2cccc(F)c2)CC1	-4	19	0	0	1	2	i	i	2
Cc1nc(SCC(=O)NCC2CCCO2)nc(C)c1C (stereo not given)	1	2	5	5	0	-1	i	i	-6
CCOc1ccccc1/C=N/n1nnnc1N	0	-2	11	1	-2	-3	i	i	-9
COC(=O)C1CCN(C(=O)CSc2ccccc2)CC1	2	-1	15	-3	-6	-9	i	i	-9
O=C(NCCCN1CCCCCC1)c1ccc(N2CCCC2=O)cc1	3	18	4	0	-3	4	i	i	-4
O=C(NCc1ccco1)c1cccnc1-c1nc2ccccc2s1	4	-8	21	2	-8	6	i	i	-3
COc1ccc(C(=O)N2CCC(C(=O)N3CCN(c4ccccc4)CC3)CC2)cc1	-6	-7	-10	-1	0	-1	i	i	-4
CCn1c(SCC(=O)c2ccccc2)nc2ccccc2c1=O	-4	3	-1	4	-4	0	i	i	19

In another format: results already given
O=C(c1ccccc1)C1OC1C(=O)c1ccccc1 (stereo not given)
  NadD block = -4
  SKN-1 block = -2
  MLLE-PAM2 inh = -3
  MT1-MMP act inh = -7
  Rin1 Abl inh = 1
  CSN inh = 5
  Rpn11 block = i
  Neddyl block = i
  FAS-TE inh = 2
O=C(O)Cc1ccc(C(=O)c2ccc(Cl)cc2Cl)s1
  NadD block = -1
  SKN-1 block = -1
  MLLE-PAM2 inh = 9
  MT1-MMP act inh = 3
  Rin1 Abl inh = -1
  CSN inh = 5
  Rpn11 block = i
  Neddyl block = i
  FAS-TE inh = 0
O=S(=O)(c1cccs1)N1CCN(Cc2cccc(F)c2)CC1
  NadD block = -4
  SKN-1 block = 19
  MLLE-PAM2 inh = 0
  MT1-MMP act inh = 0
  Rin1 Abl inh = 1
  CSN inh = 2
  Rpn11 block = i
  Neddyl block = i
  FAS-TE inh = 2
